Compound activity from PubChem BioAssay.
RAD52 inh: inhibitors of human RAD52 DNA annealing; AID 651710; 360,000 compounds, 0.46% hits; recombinant RAD52 DNA annealing, FRET fluorescence; P43351; inhibition, % at 18.7 µM;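 active = every replicate showing at least 50% inhibition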
Target sequence (P43351 whole entry, looked up): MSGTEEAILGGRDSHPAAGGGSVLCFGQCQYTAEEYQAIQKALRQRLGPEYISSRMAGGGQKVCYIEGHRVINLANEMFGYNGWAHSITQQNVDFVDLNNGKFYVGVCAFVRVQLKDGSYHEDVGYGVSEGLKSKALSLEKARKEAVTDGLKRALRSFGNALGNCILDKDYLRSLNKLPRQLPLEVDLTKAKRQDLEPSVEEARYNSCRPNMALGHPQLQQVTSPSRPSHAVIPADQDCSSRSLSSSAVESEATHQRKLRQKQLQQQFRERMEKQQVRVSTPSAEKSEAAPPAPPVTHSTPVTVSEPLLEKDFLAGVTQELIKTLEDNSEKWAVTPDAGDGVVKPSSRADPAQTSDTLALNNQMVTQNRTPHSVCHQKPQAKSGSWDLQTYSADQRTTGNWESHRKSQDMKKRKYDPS
RAD54 branch: RAD54 (human) branch migration inhibition; Q92698; RAD54 Holliday junction branch migration, FAM/BHQ fluorescence; inhibition, % at 10.4 µM; 360,000 compounds, 0.14% hits; AID 602329;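 active = mean normalized replicate activity at least 40 and at least half of replicates scoring 40 or more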;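 note: 0% = median of neutral control wells and 100% = median of positive control wells; inhibitors cause a drop in the FAM fluorescence signal; in these data hits start at about 50%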
ERp5 block: ERp5 (human) disulfide isomerase inhibition. Q15084. ERp5 insulin aggregation, absorbance 650 nm, 90 min. inhibition, % at 9.99 µM. 350,000 compounds, 0.05% hits;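 active = mean replicate inhibition above about 25%, with every replicate also reaching it, limit read from the data, passing the limit was not always enough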
Target sequence (Q15084 whole entry, looked up): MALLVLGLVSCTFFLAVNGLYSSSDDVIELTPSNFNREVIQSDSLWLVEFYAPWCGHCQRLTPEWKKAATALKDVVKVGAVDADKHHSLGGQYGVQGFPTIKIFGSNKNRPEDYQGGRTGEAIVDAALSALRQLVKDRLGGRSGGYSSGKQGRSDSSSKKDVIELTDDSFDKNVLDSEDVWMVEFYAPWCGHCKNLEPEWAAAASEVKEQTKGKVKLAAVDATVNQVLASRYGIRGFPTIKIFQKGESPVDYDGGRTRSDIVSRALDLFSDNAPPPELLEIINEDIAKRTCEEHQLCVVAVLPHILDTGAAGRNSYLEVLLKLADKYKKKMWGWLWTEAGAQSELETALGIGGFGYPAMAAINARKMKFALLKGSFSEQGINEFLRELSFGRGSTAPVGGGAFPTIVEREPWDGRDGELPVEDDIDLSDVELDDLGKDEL
E-selectin induc: E-selectin induction on HUVECs; HUVEC E-selectin immunofluorescence imaging; normalized: neutral wells 0, TNF-alpha wells 100; activation, % at 7.58 µM; 260,000 compounds, 0.37% hits;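 active = mean E-selectin-positive cell signal at least 10% of the positive control, reached in at least 60% of replicates, without over 20% cell loss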;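 note: in these data hits start at about 27%; measured in HUVEC primary endothelial cells; signal is the percent of cells scored E-selectin positive by PE staining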
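System: HUVEC, human umbilical vein endothelial cells; quantity: 3,000 cells/well; buffer or medium: EGM-2 medium, gelatin-coated wells; dosing: single-point compound dose; detection: immunofluorescence imaging; evaluation: % PE-positive cells; benchmarks: TNF-alpha, DMSO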
ERAP1 inh: blocks human ERAP1 aminopeptidase activity. Q9NZ08. recombinant ERAP1, Leu-AMC fluorescence, 60 min. inhibition, % at 10.7 µM. 340,000 compounds, 0.15% hits;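 active = mean replicate inhibition of at least 30%, or all replicates individually reaching that 30% level; inactive = mean below 30% and not every replicate reaching it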;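 note: 0% = neutral control wells and 100% = L-leucinethiol positive control wells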
XiGFP reactiv: reactivates the inactive X chromosome in mouse fibroblasts; XiGFP mouse fibroblasts, % GFP-positive cells imaging, 3 d; cells co-treated with 5-aza-dC sensitizer; scaled so ellipticine positive control = 100%; AID 743238; 360,000 compounds, 0.055% hits; activation, % at 7.58 µM;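 active = mean normalized replicate activation at least 10% and every replicate at or above 10%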;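 note: 0% = median of on-plate neutral control wells and 100% = ellipticine 6 µM median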
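Material: XiGFP fibroblasts, SV40-immortalized. Buffer or medium: DMEM plus 5-aza-dC sensitizer. Compound: single concentration per compound, delivered by pin transfer. Times: 3 days compound exposure. Controls: ellipticine 6 µM.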
S100A4 MyoIIA: blocks human S100A4 binding to myosin IIA peptide; P26447; S100A4/TAMRA-MyoIIA peptide fluorescence polarization; inhibition, % at 10.7 µM; 360,000 compounds, 0.14% hits; AID 652163;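 active = mean inhibition of at least 70% across replicates, with every replicate also reaching that level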
Target sequence (P26447 whole entry, looked up): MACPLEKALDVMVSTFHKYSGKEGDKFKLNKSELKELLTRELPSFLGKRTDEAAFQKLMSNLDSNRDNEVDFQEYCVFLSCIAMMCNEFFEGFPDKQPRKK
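Material: S100A4 monomer protein | Medium: HEPES pH 7.2 with CaCl2, KCl, NaCl, DTT, Triton | Reagent: Labelled myosin peptide probe, 5 nM | Doses: One dose per compound | Times: 5 min incubation before reading | Benchmarks: Neutral control DMSO, positive control TFP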
esBAF inh: inhibitors of esBAF chromatin remodeling in mouse ES cells | Bmi1-luciferase knock-in reporter, 24 h; 100% = twice the neutral-well signal | reporter increase, % at 12.5 µM | 350,000 compounds, 2% hits; in the data active = activation above about 40%;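 note: 0% = median of the plate's neutral control wells and 100% = double that signal; a rise in the Bmi1 reporter signal indicates esBAF inhibition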
* hit, by the source's call; . = not tested or not shown.

Start of the listing, in advance, 2 compounds:
Compound	RAD52 inh	RAD54 branch	ERp5 block	E-selectin induc	ERAP1 inh	XiGFP reactiv	S100A4 MyoIIA	esBAF inh
COc1ccc(N(CC(O)Cn2nnc3ccccc32)S(=O)(=O)c2ccc(C)cc2)cc1 (configuration not stated)	8	-1	8	.	3	.	-7	0
CCOc1ccccc1NC(=O)COC(=O)/C=C/c1cccs1	-60	-4	-8	0.1	1	-0.1	8	.

The list itself, repeating the preview:
Compound	RAD52 inh	RAD54 branch	ERp5 block	E-selectin induc	ERAP1 inh	XiGFP reactiv	S100A4 MyoIIA	esBAF inh
COc1ccc(N(CC(O)Cn2nnc3ccccc32)S(=O)(=O)c2ccc(C)cc2)cc1 (configuration not stated)	8	-1	8	.	3	.	-7	0
CCOc1ccccc1NC(=O)COC(=O)/C=C/c1cccs1	-60	-4	-8	0.1	1	-0.1	8	.
COc1ccc(CN(C)C[C@@H]2Oc3c(NS(=O)(=O)c4ccc(OC)cc4)cccc3C(=O)N([C@H](C)CO)C[C@@H]2C)cc1	-5	3	5	-0.2	0	-0.2	-4	-5
CC1CCc2c(sc3ncnc(NCc4cccnc4)c23)C1 (configuration not stated)	5	.	-6	7.0	.	0.0	-6	.
CCO[C@H]1OC(C(=O)Nc2ccccc2)=C[C@@H](C2CC2)[C@@H]1CCCO	-11	2	-2	0.1	-2	0.0	-2	-2
C/C(=N\NC(=O)NC1CCCCC1)c1ccc(OC(F)F)cc1OC(F)F	4	0	-2	-0.2	1	0.0	-1	9
COC(=O)c1cc([N+](=O)[O-])c(C)c(C)n1	-12	.	4	-0.1	-1	0.2	-13	.
CC(NC(=O)CCNC(=O)c1ccc(C(C)(C)C)cc1)c1ccccc1 (configuration not stated)	1	4	-2	0.2	2	0.0	0	3
COCCN(C(=O)c1csnn1)C(C(=O)NC1CCCCC1)c1ccc(C)cc1 (configuration not stated)	-4	-5	2	.	0	0.1	4	-6
C=CC[C@@H](CC(=O)N(CCO)Cc1ccccc1)C(=O)N[C@H](COC(=O)[C@@H](CC=C)Cc1ccc(F)cc1)C(C)(C)C	-3	-5	6	0.3	3	0.1	-1	6
CCN(CC)c1ccc(/C=N/NC(=O)c2ccc(Br)o2)cc1	-15	.	1	2.2	1	-0.1	-7	.
CCOc1ccc(OCC)c(NC(=O)C2CCCN2S(=O)(=O)c2cccc3cccnc23)c1 (configuration not stated)	-12	-5	1	.	.	0.2	3	7
O=C(C[C@@H]1C=C[C@@H](NC(=O)C2CCC2)[C@H](CO)O1)Nc1nccs1	-1	2	2	-0.1	-1	0.3	1	4
CC(=O)CCc1oc2ccc(C)cc2c1-c1ccc(C)o1	-15	.	-5	.	2	0.1	14	.
CNC(=O)C[C@@H]1CC[C@@H]2[C@H](COc3ccc(NC(=O)c4cccs4)cc3C(=O)N2C)O1	.	-5	.	0.1	.	0.4	.	-4
CN1CCc2c(sc(/N=C/c3c[nH]c4ccccc34)c2C#N)C1	-192	-9	0	.	.	0.5	-36	.
CCCc1cc(=O)[nH]c(SCC(=O)NC(=O)c2ccccc2)n1	-19	.	7	.	1	.	-24	-9
Cc1cc2nsnc2c(S(=O)(=O)NCC(=O)O)c1C	-4	-3	-2	.	4	.	3	-2
O=C(NNC1=Nc2cc([N+](=O)[O-])ccc2OC1)c1ccccc1Cl	-1	-5	2	0.6	.	2.7	0	-3
COc1ccccc1-c1ccc([C@H]2[C@@H](C#N)N(C(=O)C3CC3)[C@@H]2CO)cc1	-24	4	4	0.1	-1	-0.1	2	2
Cc1ccccc1S(=O)(=O)N1C[C@@H](O)COC[C@@H]2O[C@H](CC(=O)O)CC[C@H]21	9	-1	-2	0.1	-2	0.5	-13	-1
CC(C)(C)N(Cc1ccccc1)C(=O)COC(=O)Cn1[nH]c(=O)c2ccccc2c1=O	-5	-2	-2	-0.1	2	-0.1	-3	3
CC(=Nc1cc(C(=O)c2ccccc2)ccc1N)C1=C(O)CC(C)(C)CC1=O	-12	.	1	.	-1	0.0	-1	23
CCc1sc(C(=O)Nc2ccc(NC(C)=O)cc2)cc1C	-1	.	1	1.2	0	0.3	-8	.
C[C@@H]1CN([C@H](C)CO)C(=O)c2cc(NC(=O)C3CCCCC3)ccc2O[C@@H](C)CCCCO[C@@H]1CN(C)C(=O)CCCN(C)C	18	14	2	0.1	-3	0.3	-2	-4
COc1ccccc1/C=C(/NC(=O)c1ccccc1)C(=O)NCCN1CCOCC1	-8	.	-5	0.2	2	0.0	-8	.
CC(=O)N1C(C(=O)O)CSC1c1ccc(C)cc1 (configuration not stated)	-2	-8	3	0.0	3	0.0	-2	5
COc1ccc(NC(=S)NCc2ccccn2)cc1OC	3	.	5	.	-4	0.3	9	.
O=C(O)CC(Sc1n[nH]c(=S)s1)C(=O)O (configuration not stated)	-26	-14	3	.	34*	0.1	-2	-1
CN(CC(=O)Nc1c(Cl)cccc1Cl)C(=O)C1CSC2(C)CCC(=O)N12 (configuration not stated)	-2	8	7	0.0	2	0.1	7	0

Taken from above:
Entry of COc1ccc(NC(=S)NCc2ccccn2)cc1OC under ERAP1 inh: -4
Entry of Cc1ccccc1S(=O)(=O)N1C[C@@H](O)COC[C@@H]2O[C@H](CC(=O)O)CC[C@H]21 under RAD54 branch: -1
Entry of CN(CC(=O)Nc1c(Cl)cccc1Cl)C(=O)C1CSC2(C)CCC(=O)N12 (configuration not stated) under ERp5 block: 7
Entry of CC1CCc2c(sc3ncnc(NCc4cccnc4)c23)C1 (configuration not stated) under E-selectin induc: 7.0

(continued)
Compound	RAD52 inh	RAD54 branch	ERp5 block	E-selectin induc	ERAP1 inh	XiGFP reactiv	S100A4 MyoIIA	esBAF inh
Cc1ccc(/C=N/NC(=O)Cc2ccc(Cl)cc2)c(O)c1	5	3	1	.	2	0.0	-3	2
O=C(c1nc2ccc(Cl)cn2c1CN1CCC(CO)CC1)N1CCc2ccccc2C1	-23	-6	0	3.0	-1	0.5	-1	4
CCC(=O)Nc1ccc2c(c1)C(=O)N(C)C[C@H](OC)[C@@H](C)CN[C@H](C)CO2	-4	1	7	0.4	3	0.0	-3	-9
CC[C@]12c3[nH]c4ccccc4c3CCN1C(=O)C(CC(=O)NCCC1=CCCCC1)C[C@@H]2C(=O)N1CCN(C(=O)C2CC2)CC1 (some centres not stated)	-4	-4	1	0.0	2	-0.1	0	-5
CC(C)(C)OC(=O)NCCCC[C@H](NC(=O)c1nc[nH]c1C(=O)N1CCN(C(=O)OC(C)(C)C)CC1)C(=O)OC(C)(C)C	-10	-3	-1	0.0	-2	-0.7	4	5
O=C(O)C1CCCN1C(=O)c1cccc(Cl)c1 (configuration not stated)	-9	.	0	-0.1	4	0.1	-4	.
COc1cccc(NC(=O)N(C)C[C@H]2Oc3cc(C#Cc4ccncc4)ccc3S(=O)(=O)N([C@@H](C)CO)C[C@H]2C)c1	-78	-2	0	-0.2	-1	-0.2	-16	9
CC(C)NC(=O)N1[C@H](CN(C)C(=O)c2cccnc2)[C@@H](c2ccccc2)[C@@H]1CO	-8	0	-3	0.0	-3	0.0	-9	-6
Cc1cccc2c1CC(C)(C)NC2=C(C#N)C#N	-12	0	1	.	2	0.1	-3	-1
O=C(NCc1ccccc1)C(c1ccc(F)cc1)N(C(=O)c1csnn1)C1CC1 (configuration not stated)	1	-3	0	.	-2	0.0	2	-2
COc1ccccc1NC(=O)C(=O)NNS(=O)(=O)c1ccc2ccccc2c1	-19	-9	13	3.9	-1	0.3	-7	3
O=C(NCCc1ccccc1)C(=O)Nc1ccc2c(c1)OCCO2	-1	.	3	-1.9	-4	0.3	2	.
COc1cccc(NC(=O)C(c2ccccc2)N2CCCC2)c1 (configuration not stated)	-10	.	-7	.	7	0.0	4	.
COc1ccc(S(=O)(=O)N(C)C[C@@H]2Oc3ccc(NS(=O)(=O)c4ccccc4)cc3C(=O)N([C@@H](C)CO)C[C@H]2C)cc1	.	-1	.	0.0	.	-1.0	.	2
CNC[C@@H]1OCCCC[C@@H](C)Oc2ccc(NC(=O)Nc3c(C)noc3C)cc2C(=O)N([C@@H](C)CO)C[C@H]1C	-77	3	-1	0.2	-3	-0.4	7	-5
N#CC1=C(N)Oc2cc(N)ccc2C1c1cccc(F)c1 (configuration not stated)	-16	-5	1	0.6	-1	0.2	4	-14
C[C@@H]1CN([C@H](C)CO)C(=O)c2cc(C#C[C@@H](C)O)cnc2O[C@H]1CN(C)C(=O)CN(C)C	-8	4	-4	0.6	-1	-0.8	-2	0
CCNC(=O)C[C@H]1CC[C@H](NC(=O)C2CCOCC2)[C@H](CO)O1	-6	-14	-6	-0.1	-1	-0.1	15	-3
O=C(Cc1c(F)cccc1Cl)Nc1nccs1	-3	7	2	0.7	-3	-0.1	1	0
CCOC(=O)N1CCC(NC(=O)C2CCN(C(=O)N3CC(C)Oc4ccccc43)CC2)CC1 (configuration not stated)	-3	9	4	.	0	.	2	0
Cc1c(S(=O)(=O)N2CCN(c3cccc(Cl)c3)CC2)c(=O)n(C)c(=O)n1C	-3	3	3	0.0	-2	0.0	-1	-11
Cn1c(CNC(=O)CCNC(=O)c2ccccc2F)cc(=O)n(C)c1=O	-14	-1	-7	.	0	0.0	-5	-1
C=CCc1ccc(OCCn2cncn2)c(OC)c1	7	-4	0	.	0	0.2	0	2
OC(c1ccccc1)C(NCCNCc1ccccc1)c1ccccc1 (configuration not stated)	5	11	1	0.2	-1	-0.1	-1	7
Cc1cccc2cc(COC(=O)c3cccs3)c(=O)[nH]c12	.	-2	.	0.7	.	0.0	.	-3
O=C(Nc1ccc(F)cc1)c1cc(-c2ccccc2)no1	-10	.	2	.	1	-0.1	3	.
CCOc1ccc(-n2c(SCC(=O)Nc3ccc(Br)cc3)nc3n[nH]c(C)c3c2=N)cc1	-12	.	3	.	-1	-0.2	-3	.
C[C@H]1CCCCO[C@H](CN(C)Cc2ccc(C(F)(F)F)cc2)[C@@H](C)CN([C@@H](C)CO)C(=O)c2cc(NC(=O)CCC(F)(F)F)ccc2O1	-29	-4	-3	0.2	0	0.2	-14	-5
CC(=O)NCCNC(=O)C1(C)Cc2c(-c3cccc(C(N)=O)c3)ccnc2O1 (configuration not stated)	-3	-2	-5	-0.3	2	0.0	1	-1
